# Assay outcomes from PubChem.
# T cruzi intra = inhibitors of intracellular Trypanosoma cruzi; hit rate 4.9% among 22,000; activity score (inhibition), % at 5.01 µM; intracellular Trypanosoma cruzi in host cells, plate reader; in the data active = activity score above about 55%; inconclusive = no clear call, values can overlap the other calls;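 note: parasites and compound incubated about four days before reading; 0% = median of neutral control wells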
# INS-1E ATP HTS = preserves ATP levels in cytokine-treated INS-1E cells; INS-1E cytokine-induced death, ATP luminescence, 48 h; normalised: neutral wells 0, positive control 100; protection from cytokine-induced ATP loss, % at 10 µM; hit rate 0.1% among 20,000; AID 488910;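 active = mean replicate protection from cytokine-induced ATP loss at least 50% and at least 75% of replicates each reaching 50%; inconclusive = meets only one of the two criteria, mean or replicate share; inactive = fails both the mean and replicate share criteria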
#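 Assay system: INS-1E rat insulinoma cells. Amount: 8000 cells per well. Medium: phenol-red-free RPMI with 5% fetal bovine serum. Reagent: IL-1β, TNF-α and IFN-γ cytokine mix. Doses: one compound concentration, pin transfer. Schedule: 48 h co-treatment, 10 min post-lysis read. Detection: CellTiter-Glo luminescence measuring cellular ATP.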
# * marks the source's active call; other numbers are inactive results; ? = inconclusive; . = not tested or not shown.
SMILES,T cruzi intra,INS-1E ATP HTS
C[C@H]1CN([C@@H](C)CO)C(=O)c2cc(NC(=O)Nc3ccc(F)cc3)ccc2O[C@H]1CN(C)C,-12.2,-38.6
O=C(N/N=C/c1ccc(-c2ccccc2)cc1)c1ccccn1,-21.1,-24.6
Cc1noc(C)c1S(=O)(=O)Nc1ccc2c(c1)CC(=O)N([C@H](C)CO)C[C@H](C)[C@H](CN(C)S(=O)(=O)c1cccs1)O2,2.3,-3.2
Cc1ccc(CN(C)C[C@H]2OCc3cn(nn3)CCCC(=O)N([C@@H](C)CO)C[C@H]2C)cc1,-26.5,.
CC(C)NC(=O)N(C)C[C@@H]1Oc2ccc(NC(=O)Cc3cn(C)c4ccccc34)cc2C(=O)N([C@@H](C)CO)C[C@@H]1C,3.1,5.1
COc1ccc(NC(=O)Nc2ccc3c(c2)C(=O)N([C@H](C)CO)C[C@H](C)[C@H](CN(C)S(=O)(=O)c2ccc(OC)cc2)OCCCC[C@@H](C)O3)cc1,-2.6,-0.6
C[C@H]1CN([C@@H](C)CO)C(=O)c2cccc(NS(=O)(=O)c3ccc(Cl)cc3)c2O[C@H]1CN(C)CC1CC1,5.9,8.4
C[C@@H]1CN([C@@H](C)CO)C(=O)c2cc(NC(=O)Cn3cnnn3)ccc2O[C@H]1CN(C)Cc1ccc(C(=O)Nc2ccccc2N)cc1,18.5,-0.9
C[C@@H]1CN([C@H](C)CO)C(=O)c2cccc(NC(=O)c3cnccn3)c2O[C@@H]1CN(C)S(=O)(=O)c1ccccc1,22.9,3.2
Cc1noc(C)c1NC(=O)N(C)C[C@H]1Oc2c(NC(=O)Nc3cccc4ccccc34)cccc2C(=O)N([C@H](C)CO)C[C@@H]1C,-6.5,2.9

# In the list so far, 2 contain a halogen:
SMILES,T cruzi intra,INS-1E ATP HTS
C[C@H]1CN([C@@H](C)CO)C(=O)c2cc(NC(=O)Nc3ccc(F)cc3)ccc2O[C@H]1CN(C)C,-12.2,-38.6
C[C@H]1CN([C@@H](C)CO)C(=O)c2cccc(NS(=O)(=O)c3ccc(Cl)cc3)c2O[C@H]1CN(C)CC1CC1,5.9,8.4

# Later entries
SMILES,T cruzi intra,INS-1E ATP HTS
C[C@@H]1CN([C@@H](C)CO)C(=O)Cc2cc(N(C)C)ccc2O[C@@H]1CN(C)Cc1ccc(C(=O)Nc2ccccc2N)cc1,50.2,-17.4
CCCN(C)C[C@H]1OCCCC[C@@H](C)Oc2ccc(NC(=O)Nc3ccc(F)cc3)cc2C(=O)N([C@H](C)CO)C[C@@H]1C,24.6,-8.0
C[C@@H]1CCCCO[C@@H](CN(C)Cc2ccc(Cl)c(Cl)c2)[C@@H](C)CN([C@H](C)CO)C(=O)c2cc(NC(=O)Nc3cccc4ccccc34)ccc2O1,?,-23.0
Cc1noc(C)c1S(=O)(=O)Nc1ccc2c(c1)C(=O)N([C@@H](C)CO)C[C@@H](C)[C@H](CN(C)Cc1ccc(Oc3ccccc3)cc1)O2,10.3,-12.9
COc1ccc(S(=O)(=O)N(C)C[C@@H]2Oc3c(NS(=O)(=O)c4ccccc4)cccc3C(=O)N([C@@H](C)CO)C[C@@H]2C)cc1,40.0,9.2
COc1ccc(NC(=O)Nc2ccc3c(c2)CC(=O)N([C@@H](C)CO)C[C@H](C)[C@@H](CN(C)S(=O)(=O)c2ccc(OC)cc2)O3)cc1,-1.2,-11.8
C[C@@H]1CN([C@H](C)CO)C(=O)c2cccc(NC(=O)C3CC3)c2O[C@H]1CN(C)CC1CC1,-2.6,11.7
COc1ccc(NC(=O)N(C)C[C@H]2Oc3ccc(NC(=O)Cc4ccccc4)cc3CC(=O)N([C@H](C)CO)C[C@H]2C)cc1,-19.6,8.0
C[C@@H]1CN([C@@H](C)CO)C(=O)c2cccc(NC(=O)Nc3ccc(C(F)(F)F)cc3)c2O[C@H]1CN(C)C(=O)Nc1ccc2c(c1)OCO2,-29.6,-0.3
C[C@@H]1CN([C@H](C)CO)C(=O)Cc2cc(NC(=O)Cn3cnnn3)ccc2O[C@@H]1CN(C)Cc1ccc(C(=O)O)cc1,-7.0,1.2
C[C@H]1CN([C@@H](C)CO)C(=O)CCCn2nncc2CO[C@H]1CN(C)C(=O)c1ccc(N2CCN(C)CC2)cc1,-11.0,.
COc1cccc(-c2cnc3c(c2)C(=O)N([C@H](C)CO)C[C@H](C)[C@H](CN(C)Cc2ccncc2)O3)c1,19.4,.
Cc1ccc(S(=O)(=O)N(C)C[C@@H]2Oc3c(NS(=O)(=O)c4ccc(Cl)cc4)cccc3C(=O)N([C@@H](C)CO)C[C@H]2C)cc1,2.3,16.9
C[C@H](CO)N1C[C@H](C)[C@H](CN(C)Cc2ccc(C(=O)Nc3ccccc3N)cc2)Oc2c(NS(=O)(=O)c3ccccc3)cccc2C1=O,44.2,-1.3
C[C@@H]1CCCCO[C@@H](CN(C)CC2CC2)[C@@H](C)CN([C@H](C)CO)C(=O)c2cc(NC(=O)CCCCCC(=O)Nc3ccccc3N)ccc2O1,-0.3,3.0
Cc1noc(C)c1S(=O)(=O)Nc1ccc2c(c1)CC(=O)N([C@@H](C)CO)C[C@@H](C)[C@@H](CN(C)Cc1ccc(C(F)(F)F)cc1)O2,34.4,-10.0
Cc1noc(C)c1NC(=O)Nc1ccc2c(c1)C(=O)N([C@H](C)CO)C[C@H](C)[C@H](CN(C)C)OCCCC[C@@H](C)O2,-17.2,4.4
Cc1noc(C)c1NC(=O)N(C)C[C@H]1Oc2ccc(NC(=O)CCCCCC(=O)Nc3ccccc3N)cc2C(=O)N([C@H](C)CO)C[C@H]1C,-22.8,-0.6
C[C@@H]1CCCCO[C@H](CN(C)C(=O)Nc2ccccc2)[C@@H](C)CN([C@H](C)CO)C(=O)c2cc(NC(=O)NC3CCCCC3)ccc2O1,-21.1,4.3
COc1ccc(CN(C)C[C@@H]2Oc3ccc(NC(=O)Nc4ccc(F)cc4)cc3C(=O)N([C@@H](C)CO)C[C@H]2C)cc1,-0.7,-7.4
COc1ccc(NC(=O)N(C)C[C@@H]2OCc3cnnn3CCCC(=O)N([C@H](C)CO)C[C@@H]2C)c(OC)c1,2.6,.
C[C@H](CO)N1C[C@H](C)[C@H](CN(C)C)Oc2ncc(-c3ccccc3)cc2C1=O,63.1*,.
COc1ccc(NC(=O)Nc2ccc3c(c2)C(=O)N([C@H](C)CO)C[C@H](C)[C@H](CN(C)S(=O)(=O)c2ccc(OC)cc2)O3)cc1,-20.1,2.9
CC(C)NC(=O)N(C)C[C@@H]1Oc2ccc(NC(=O)CCCCCC(=O)Nc3ccccc3N)cc2CC(=O)N([C@H](C)CO)C[C@H]1C,-12.5,4.2
COc1ccc(NC(=O)Nc2ccc3c(c2)CC(=O)N([C@@H](C)CO)C[C@H](C)[C@H](CN(C)Cc2ccc(Cl)c(Cl)c2)O3)cc1,64.4*,-45.3
Cc1cc(C(=O)Nc2cccc3c2O[C@@H](CN(C)C(=O)Nc2ccccc2)[C@H](C)CN([C@@H](C)CO)C3=O)n(C)n1,-20.0,12.8
O=C(CCCCC(=O)N/N=C/c1ccc(CO)o1)NO,-7.4,-0.4
COc1ccc(CN(C)C[C@H]2Oc3c(NC(=O)Nc4ccc(OC)cc4)cccc3C(=O)N([C@@H](C)CO)C[C@H]2C)cc1,-24.0,-28.9
COc1ccc(S(=O)(=O)N(C)C[C@H]2Oc3c(NC(=O)Nc4ccc(C(F)(F)F)cc4)cccc3C(=O)N([C@H](C)CO)C[C@@H]2C)cc1,?,-18.0
Cc1ccc(S(=O)(=O)Nc2ccc3c(c2)CC(=O)N([C@H](C)CO)C[C@@H](C)[C@H](CN(C)S(C)(=O)=O)O3)cc1,-10.0,6.1
COc1ccc(S(=O)(=O)Nc2ccc3c(c2)C(=O)N([C@H](C)CO)C[C@H](C)[C@@H](CN(C)C(=O)NC(C)C)OCCCC[C@@H](C)O3)cc1,-13.7,1.1
C[C@H](CO)N1C[C@H](C)[C@H](CN(C)Cc2ccncc2)Oc2ncc(-c3cccc(C(F)(F)F)c3)cc2C1=O,45.7,.
C[C@H]1CN([C@@H](C)CO)C(=O)c2cccc(NC(=O)c3nc4ccccc4s3)c2O[C@H]1CN(C)Cc1ccncc1,32.6,3.6
CC(C)NC(=O)Nc1ccc2c(c1)CC(=O)N([C@@H](C)CO)C[C@H](C)[C@@H](CN(C)C(=O)Nc1cccc3ccccc13)O2,-20.1,4.4
C[C@@H]1CN([C@@H](C)CO)C(=O)c2cccc(NC(=O)Nc3ccc4c(c3)OCO4)c2O[C@@H]1CN(C)C(=O)Nc1ccccc1,-7.5,9.5
C[C@H](CO)N1C[C@H](C)[C@H](CN(C)Cc2ccc(C(=O)O)cc2)Oc2ccc(NS(=O)(=O)c3cccs3)cc2CC1=O,-4.4,12.7
CNC[C@@H]1Oc2ccc(NS(=O)(=O)c3ccc(C)cc3)cc2CC(=O)N([C@H](C)CO)C[C@H]1C,-11.2,7.5
C[C@@H]1CN([C@@H](C)CO)C(=O)c2cc(NC(=O)CCC(F)(F)F)ccc2O[C@H]1CN(C)S(=O)(=O)c1ccc(F)cc1,3.4,0.5
C[C@@H]1CN([C@H](C)CO)C(=O)c2cc(NC(=O)CCCCCC(=O)Nc3ccccc3N)ccc2O[C@H]1CN(C)C,50.0,-3.7
C[C@H]1CN([C@@H](C)CO)C(=O)Cc2cc(NS(C)(=O)=O)ccc2O[C@@H]1CN(C)Cc1ccc(C(=O)Nc2ccccc2N)cc1,10.2,4.0
CC(C)NC(=O)Nc1ccc2c(c1)CC(=O)N([C@H](C)CO)C[C@H](C)[C@H](CN(C)S(=O)(=O)c1cn(C)cn1)O2,-8.6,8.9
COc1ccc(C#Cc2cnc3c(c2)C(=O)N([C@H](C)CO)C[C@H](C)[C@H](CN(C)S(=O)(=O)c2ccccc2)O3)cc1OC,36.5,.
C[C@H](CO)N1C[C@H](C)[C@@H](CN(C)Cc2ccc(C(=O)O)cc2)Oc2c(NC(=O)Nc3ccc(C(F)(F)F)cc3)cccc2C1=O,-12.4,5.7
C[C@@H]1CN([C@H](C)CO)C(=O)c2cccc(NS(=O)(=O)c3cccs3)c2O[C@H]1CN(C)C,-4.9,1.5
C[C@@H]1CN([C@@H](C)CO)C(=O)c2cccc(NC(=O)C3CC3)c2O[C@@H]1CN(C)Cc1ccncc1,-8.9,8.2
COc1ccc(S(=O)(=O)Nc2ccc3c(c2)CC(=O)N([C@H](C)CO)C[C@@H](C)[C@@H](CN(C)S(=O)(=O)c2ccc(C)cc2)O3)cc1,61.3*,8.5
C[C@H]1CN([C@@H](C)CO)C(=O)c2cccc(NC(=O)C3CCOCC3)c2O[C@@H]1CN(C)C(=O)Nc1ccc2c(c1)OCO2,-41.9,2.8
C[C@@H]1CN([C@H](C)CO)C(=O)Cc2cc(NC(=O)Nc3ccccc3)ccc2O[C@H]1CN(C)S(=O)(=O)c1ccc(Cl)cc1,-19.9,-9.6
Cc1ccc(S(=O)(=O)N(C)C[C@@H]2Oc3c(NC(=O)c4nc5ccccc5s4)cccc3C(=O)N([C@@H](C)CO)C[C@H]2C)cc1,36.2,-8.6
C[C@@H]1CN([C@@H](C)CO)C(=O)c2cc(NC(=O)C3CCCCC3)ccc2O[C@H]1CN(C)Cc1ccc(Cl)c(Cl)c1,-10.7,-12.3
# Continuation.
SMILES,T cruzi intra,INS-1E ATP HTS
C[C@@H]1CN([C@@H](C)CO)C(=O)CCCn2nncc2CO[C@H]1CN(C)C(=O)Nc1ccccc1C(F)(F)F,-4.4,.
C[C@@H]1CN([C@H](C)CO)C(=O)c2cc(NC(=O)c3ccncc3)ccc2O[C@H]1CN(C)Cc1ccccc1,-22.2,6.9
COc1cc(Cl)c(/C=N\NC(=O)CCCCC(=O)NO)c(Cl)c1OC,17.8,67.8*
COc1ccc(NC(=O)Nc2cccc3c2O[C@@H](CN(C)C)[C@H](C)CN([C@H](C)CO)C3=O)cc1,1.2,4.1
C[C@H](CO)N1C[C@H](C)[C@@H](CN(C)C(=O)Nc2ccc(F)cc2)Oc2ccc(NS(=O)(=O)c3ccc(Cl)cc3)cc2C1=O,-2.6,-0.3
C[C@H]1CN([C@@H](C)CO)C(=O)c2cc(NC(=O)Nc3ccccc3)ccc2O[C@@H]1CN(C)C(=O)Nc1ccccc1,-16.4,0.0
COc1ccc(S(=O)(=O)N(C)C[C@H]2Oc3ccc(NC(=O)Cc4ccccc4)cc3CC(=O)N([C@H](C)CO)C[C@H]2C)cc1,-19.1,-4.2
COc1ccc(S(=O)(=O)Nc2ccc3c(c2)C(=O)N([C@H](C)CO)C[C@H](C)[C@@H](CN(C)S(=O)(=O)c2ccc(Cl)cc2)OCCCC[C@@H](C)O3)cc1,36.9,2.0

# Entries of single compounds, looked up by structure. Screens in order: T cruzi intra, INS-1E ATP HTS
# COc1ccc(NC(=O)Nc2cccc3c2O[C@@H](CN(C)C)[C@H](C)CN([C@H](C)CO)C3=O)cc1 as listed: 1.2, 4.1
# COc1ccc(S(=O)(=O)N(C)C[C@H]2Oc3ccc(NC(=O)Cc4ccccc4)cc3CC(=O)N([C@H](C)CO)C[C@H]2C)cc1 as listed: -19.1, -4.2
# C[C@H]1CN([C@@H](C)CO)C(=O)c2cc(NC(=O)Nc3ccccc3)ccc2O[C@@H]1CN(C)C(=O)Nc1ccccc1 as listed: -16.4, 0.0
# COc1ccc(S(=O)(=O)Nc2ccc3c(c2)C(=O)N([C@H](C)CO)C[C@H](C)[C@@H](CN(C)S(=O)(=O)c2ccc(Cl)cc2)OCCCC[C@@H](C)O3)cc1 as listed: 36.9, 2.0
# C[C@@H]1CN([C@@H](C)CO)C(=O)CCCn2nncc2CO[C@H]1CN(C)C(=O)Nc1ccccc1C(F)(F)F as listed: -4.4, .

# Compounds as they come. Share with any hit: about 5.3%.
